Compound activity from PubChem.
RMI FANCM FP: blocks RMI1/RMI2 complex binding to FANCM MM2 peptide; hit rate 0.58% among 70,000; Fluorescence polarization, RMI core complex with F-MM2 peptide; stronger effect = lower value; FP signal (polarization) at 33 µM; in the data active = FP signal below about 40; note: inactives centre near 61; strong numbers were not always called active; unit not given here
Active calls of the source: *; & = joins results of further samples.

Preview (17 entries):
SMILES | RMI FANCM FP
O=c1oc2c(-c3ccccc3)n[nH]c(=O)c2c2c1CCC2 | 48
Cc1cc(NC(=O)C(C)(C)CCl)n(-c2ncnc3c2cnn3-c2cccc(C)c2C)n1 | 87
CSc1nccc(-c2ccc(S(=O)(=O)N3CCCCC3)s2)n1 | 61
Cc1ccc(S(=O)(=O)N2CCN(c3ccc4nnc(C)n4n3)CC2)cc1C | 65
Nc1nnc(CCSc2ccccc2)o1 | 68
O=C(COc1ccc(Cl)cc1Cl)Nc1ccncc1NC(=O)COc1ccc(Cl)cc1Cl | 58
O=C(c1cccs1)N1CCN(Cc2nc(-c3ccc(F)cc3)cs2)CC1 | 61
O=C(Nc1nnc(C2CC2)s1)c1cccnc1Oc1ccc(Cl)cc1 | 49
CCOCCCNC(=O)c1c(N)n(CC(C)C)c2nc3ccccc3nc12 | 109
Cc1ccc(C)c(S(=O)(=O)NCc2ccc(C(=O)N3CCC(Cc4ccccc4)CC3)cc2)c1 | 75
O=C(O)c1nccnc1C(=O)N1CCCN(c2nc3ccc(Cl)cc3s2)CC1 | 59
O=C(NCc1cccnc1)C(CCO)Sc1nc2sc3c(c2c(=O)[nH]1)CCCC3 (stereo unspecified) | 61
Nc1ncnc(NNC(=O)CNC(=O)COc2ccccc2)c1[N+](=O)[O-] | 60
Cc1nnc(NC(=O)c2cc(-c3ccccn3)nc3ccccc23)s1 | 61
COCCn1cc(NC(=O)Nc2cccnc2)c2ccccc21 | 56
Nc1nc(SCC(=O)Nc2cc(C(F)(F)F)ccc2Cl)[nH]c(=O)c1NC(=O)c1ccc(F)cc1 | 54
COc1cccc(OC)c1C(=O)NCCS(=O)(=O)N1CCN(Cc2ccccc2)CC1 | 64

This part in full, repeating the preview:
SMILES | RMI FANCM FP
O=c1oc2c(-c3ccccc3)n[nH]c(=O)c2c2c1CCC2 | 48
Cc1cc(NC(=O)C(C)(C)CCl)n(-c2ncnc3c2cnn3-c2cccc(C)c2C)n1 | 87
CSc1nccc(-c2ccc(S(=O)(=O)N3CCCCC3)s2)n1 | 61
Cc1ccc(S(=O)(=O)N2CCN(c3ccc4nnc(C)n4n3)CC2)cc1C | 65
Nc1nnc(CCSc2ccccc2)o1 | 68
O=C(COc1ccc(Cl)cc1Cl)Nc1ccncc1NC(=O)COc1ccc(Cl)cc1Cl | 58
O=C(c1cccs1)N1CCN(Cc2nc(-c3ccc(F)cc3)cs2)CC1 | 61
O=C(Nc1nnc(C2CC2)s1)c1cccnc1Oc1ccc(Cl)cc1 | 49
CCOCCCNC(=O)c1c(N)n(CC(C)C)c2nc3ccccc3nc12 | 109
Cc1ccc(C)c(S(=O)(=O)NCc2ccc(C(=O)N3CCC(Cc4ccccc4)CC3)cc2)c1 | 75
O=C(O)c1nccnc1C(=O)N1CCCN(c2nc3ccc(Cl)cc3s2)CC1 | 59
O=C(NCc1cccnc1)C(CCO)Sc1nc2sc3c(c2c(=O)[nH]1)CCCC3 (stereo unspecified) | 61
Nc1ncnc(NNC(=O)CNC(=O)COc2ccccc2)c1[N+](=O)[O-] | 60
Cc1nnc(NC(=O)c2cc(-c3ccccn3)nc3ccccc23)s1 | 61
COCCn1cc(NC(=O)Nc2cccnc2)c2ccccc21 | 56
Nc1nc(SCC(=O)Nc2cc(C(F)(F)F)ccc2Cl)[nH]c(=O)c1NC(=O)c1ccc(F)cc1 | 54
COc1cccc(OC)c1C(=O)NCCS(=O)(=O)N1CCN(Cc2ccccc2)CC1 | 64
O=[N+]([O-])c1ccc(Nc2ccc(F)cc2)cc1 | 54
CN1C(=O)OC(C)(C)C1=O | 63
O=C(Nc1nc(C(c2ccccc2)c2ccccc2)cs1)C12CC3CC(CC(Br)(C3)C1)C2 | 63
CC1(C)Cc2cccc(C(=O)NCc3cccnc3)c2O1 | 57
O=C(c1ccccc1Cl)N1CCN(S(=O)(=O)c2cc3c4c(c2)CCN4C(=O)CC3)CC1 | 58
NC(N)=NCCC[C@@H](NC(=O)[C@@H](N)Cc1ccc(O)cc1)C(=O)O | 64
COc1cccc2cc(-c3csc(NC(=O)C4CCCN4S(=O)(=O)c4ccc(Cl)s4)n3)oc12 (stereo unspecified) | 52
CNC(=O)Nc1cccc2cccnc12 | 51

Remaining list, next part:
SMILES | RMI FANCM FP
CCOC(=O)CSc1nnc(-c2cccs2)n1N | 62
COc1ccc(C(=O)NNC(=O)c2ccc(=O)n(Cc3ccccc3)c2)cc1OC | 61
Cn1ccnc1S/C(=C/C=C(C#N)C#N)c1ccc(Cl)cc1 | 70
CC(C)(C)NC[C@H](O)COc1nsnc1N1CCOCC1 | 52&56
CNC(=O)c1ccsc1NC(=O)C1=COCCO1 | 66
Cc1nn(C2CCS(=O)(=O)C2)c2nc(-c3ccco3)cc(C(=O)NCC3CCCO3)c12 (stereo unspecified) | 67
CCOc1ccc(NC(=O)CSc2ccc(NC(=O)C(C)C)nn2)cc1 | 69
O=C(Nc1ccc2scnc2c1)c1ccc2ccccc2c1 | 64
O=C(Nc1ccc([N+](=O)[O-])cc1)Nc1ccc2c3c(cccc13)CC2 | 50
CCOC(=O)CCCN1C(=O)c2cccc3cccc(c23)C1=O | 57
COc1ccc(S(=O)(=O)Cc2nc(-c3ccc4c(c3)OCO4)no2)cc1 | 66
FC(F)(F)CNCc1ccccn1 | 68
CCN1C(=O)C(C)(C)COc2ccc(NC(=O)c3ccc(-c4ccccc4)cc3)cc21 | 73
COc1ccc(C(=O)c2ccc(O)cc2)c(O)c1O | 60
CCC(Sc1ccc(NC(=O)c2cccc(F)c2)nn1)C(=O)OC (stereo unspecified) | 63
CN1C(=O)c2ccccc2S(=O)c2cc([N+](=O)[O-])ccc2S1(=O)=O (stereo unspecified) | 56
Cc1ccc(NC(=O)CS(=O)(=O)c2ccc(Cl)s2)cc1F | 65
O=C(/C=C/c1ccccc1)N1CCC(c2nnc(-c3ccco3)o2)CC1 | 60
Cc1nn(C)c(C)c1S(=O)(=O)NCc1ccc2c(c1)CCO2 | 50
O=C(CSc1nc(-c2ccccc2)c(-c2ccccc2)o1)c1ccc(Br)cc1 | 60
O=C1CC(Sc2ccc(Cl)cc2)C(=O)N1Cc1cccnc1 (stereo unspecified) | 57&52
Cc1cccc(NC(=O)Nc2ccc(CN3CCN(C)CC3)cc2)c1 | 63
O=S(=O)(c1ccc2ccccc2c1)N1CCCN(Cc2c(F)cccc2Cl)CC1 | 64
Cc1ccc(-c2nnc(N)o2)c(C)c1 | 71
O=C(CC1CCCCN1S(=O)(=O)c1ccccc1)Nc1ccc(Oc2ccccc2)cc1 (stereo unspecified) | 72

(list continues)
SMILES | RMI FANCM FP
Fc1ccc(Nc2nc(NCc3ccco3)c3ccccc3n2)cc1 | 67
Cc1nc2ccc(NS(=O)(=O)c3ccc(NC(=O)C(C)C)cc3)cc2c(=O)n1-c1ccc(F)cc1 | 58
COc1ccc(S(=O)(=O)Nc2ccccc2C(=O)N2CCN(c3ccccc3)CC2)cc1 | 55
N#Cc1ccc(CSc2ccccc2NC2OC(=O)c3ccccc32)cc1 (stereo unspecified) | 58
CCOC(=O)OCCN1C(=O)c2cccc3c(Br)ccc(c23)C1=O | 59
CSC(=S)Nc1ccc(Cl)cc1 | 54
CC(=Nc1ccccn1)c1c(O)c2ccccc2oc1=O | 60
COc1ccc(S(=O)(=O)CC(=O)Nc2ccc3nc(C)sc3c2)cc1 | 51
Cn1c(=O)c2[nH]c(SCC(=O)c3ccc(Cl)s3)nc2n(C)c1=O | 66
O=c1[nH]cc(S(=O)(=O)N2CCN(c3ccccc3)CC2)c(=O)[nH]1 | 55
COc1ccc(S(=O)(=O)NCCCc2ccc(N(C)C)cc2)cc1Cl | 68
Cc1cc(NC(=O)c2cc3ccccc3o2)n(-c2nc(-c3ccc(Cl)cc3)cs2)n1 | 63
CCN1C(=O)Cc2cc(NC(=O)c3ccc(F)cc3)ccc21 | 69
O=C(NCCOc1ccc2c(c1)OCO2)c1ccco1 | 62
OC1c2ccccc2-c2ccccc2C1O (stereo unspecified) | 53
O=C(CCc1nc(-c2ccc(Cl)cc2)no1)NNC(=O)c1ccccc1-n1cccc1 | 55
O=C(Nc1ccc2c(c1)CCCN2C(=O)c1ccco1)C1CC1 | 56
Cc1nn(C2CCS(=O)(=O)C2)c2nc(-c3ccccc3)cc(C(=O)N3CCC(C(N)=O)CC3)c12 (stereo unspecified) | 68
O=C(NCC1(c2cccs2)CCCC1)C(=O)NC1CC1 | 70
COc1ccc(-c2c(C#N)c(SCC(=O)Nc3nsc(-c4ccc(Cl)cc4)n3)nc3c2C(=O)CC(C)(C)C3)cc1 | 128
CO/N=C1\CC(C)(C)Cc2c(C(=O)O)sc(SC)c21 | 60
O=c1sc2ccccc2n1Cc1nnc(SCc2ccccc2F)n1CCc1ccccc1 | 60
O=C(COc1ccc2ccccc2c1)Nc1ccc(N2CCCCS2(=O)=O)cc1 | 54
c1ccc(-c2[nH]ncc2CN2CCN(Cc3ccc4c(c3)OCO4)CC2)cc1 | 65&56
CC(C)NC(=O)c1ccccc1Nc1c([N+](=O)[O-])cc(C(F)(F)F)cc1[N+](=O)[O-] | 55

Continuation:
SMILES | RMI FANCM FP
O=C(NCCc1ccc(N2CCCC2)cc1)C(=O)Nc1ccccc1 | 73
CC(=O)N(c1ccc(C)cc1)C1SC(=O)N(c2ccccc2)C1=O (stereo unspecified) | 59
COc1ccccc1-c1noc(-c2cc(-c3ccccc3)n[nH]2)n1 | 63
Fc1ccc(N=Cc2ccccc2)cc1 | 55
CCOC(=O)c1sc(NC(=O)CSc2nnc3sc4ccccc4n23)c(C(=O)OCC)c1C | 61
COc1cccc(-c2ccc(SCC(=O)Nc3ccc(F)cc3F)nn2)c1 | 56
C[C@]12CCC3c4ccc(OC(=O)CCC(=O)O)cc4CCC3C1CCC2=O (stereo partly specified) | 53
O=C(CCC1CCCCC1)NCCCn1nc(-c2ccco2)ccc1=O | 67
CC(C)(CO)NC(=O)NCC12CC3CC(CC(C3)C1)C2 | 58
CC1CN(C(=O)Cn2nc(C(C)C)c3cnn(C(C)(C)C)c3c2=O)CC(C)O1 (stereo unspecified) | 66
Cc1ccc(NC(=S)NCCCNC(=O)c2cccs2)c(C)c1 | 51
COc1ccc(OC)c2sc(NC(=O)c3cccc([N+](=O)[O-])c3)nc12 | 58
O=[N+]([O-])c1cccc(CSc2ccc3nc(-c4ccccc4)cn3n2)c1 | 52
O=C(Oc1ccnc2cc(Cl)ccc12)N1CCCC1 | 63
O=C(Nc1sc2c(c1CN1CCCCC1)CCC2)c1ccccc1F | 86
O=C(CSc1nnc(NC(=O)c2cccc(Cl)c2)s1)Nc1ccccc1 | 54
COC(=O)Cn1c(=O)[nH]c2cccnc2c1=O | 68
O=C1CN(c2ccc(OC(F)(F)F)cc2)C(=O)CN1/N=C\c1ccc([N+](=O)[O-])o1 | 61
Cn1c(SCC(=O)Nc2ccc(F)cc2)nc2cc(-c3ccccc3)sc2c1=O | 54
CSc1cccc2sc(NC(=O)CCOc3ccccc3)nc12 | 51
Cc1ccc(Sc2c(C)nn(C(C)(C)C)c2OC(=O)C23CC4CC(CC(C4)C2)C3)cc1 | 63
Cc1oc(C(=O)NC(=O)Nc2cccc(C(F)(F)F)c2)nc1-c1ccccc1 | 56
COc1ccc(N2CCN(C(=O)c3nnn(-c4ccccc4)c3CSc3ncccn3)CC2)cc1 | 67
O=c1c2nnn(-c3cccc(F)c3)c2ncn1Cc1cccnc1 | 58
O=C(NCCCn1nc(-c2ccccc2)ccc1=O)Nc1ccc(F)c(F)c1 | 68

Going on with the list.
SMILES | RMI FANCM FP
CCCNC(=S)NNC(=O)Cc1ccc(Cl)c(Cl)c1 | 52
Cc1cc(C)cc(C(=O)Nc2ccc3c(c2)N(C)C(=O)C(C)(C)CO3)c1 | 69
CCCc1cc(=O)oc2cc(OCc3ccc(Cl)cc3)ccc12 | 53
Cc1cc(NC(=O)CCS(=O)(=O)c2ccc(Cl)cc2)on1 | 65
O=C(O)c1cccc(C(=O)O)c1F | 57
O=C(NCCOc1ccc2nnc(-c3ccccc3)n2n1)c1cccc(Cl)c1 | 67
CN1CCc2nc(NC(=O)c3ccc(S(=O)(=O)N4CCCCCC4)cc3)sc2C1 | 57
CCOC(=O)CSc1nnc(NC(=O)c2cccc(F)c2)s1 | 52
COc1cc(Cn2cc(CC(=O)NCc3ccc4c(c3)OCO4)c3ccccc32)cc(OC)c1 | 70
Cc1oc2nc(SCC(=O)NC3CCCCC3)nc(N)c2c1C | 62
CN(c1ccccc1)S(=O)(=O)c1ccc(C(=O)Nc2nc(-c3nc4ccccc4s3)cs2)cc1 | 65
CS(=O)(=O)c1ccc(NC(=O)C2CCN(S(C)(=O)=O)CC2)cc1 | 66
O=[N+]([O-])c1ccc(-c2ncn[nH]2)cc1 | 48
CCN1C(=O)NC2(CCN(CC(=O)Nc3ccc(C(=O)OC)cc3)CC2)C1=O | 54
COc1cccc2sc(=NC(=O)COc3ccc(Cl)cc3Cl)n(C)c12 | 61
Cc1cccc(-n2c(CNC(=O)COc3ccc(Cl)cc3)nnc2SCC(=O)Nc2nccs2)c1C | 60
CN(C)CCCN(C(=O)c1ccc(S(=O)(=O)N2CCCc3ccccc32)cc1)c1nc2ccc(F)cc2s1 | 119
CN1CCN(c2ccc(-c3ccc(NC(=O)Nc4ccc(F)cc4)cc3)nn2)CC1 | 77
COc1ccc(F)cc1S(=O)(=O)N1CCN(c2ccc(-c3ccc(F)cc3)nn2)CC1 | 81
COc1ccc(OC)c(/C=N\NC(=O)c2cccc(I)c2)c1 | 61
CCS(=O)(=O)c1cccc(C(=O)Nc2nc3c(C)ccc(Cl)c3s2)c1 | 66
c1ccc(C2Nc3ccccc3-c3nc4ccccc4n32)nc1 (stereo unspecified) | 62
Cc1nn(C(=O)c2ccc(Cl)cc2)c(C)c1Sc1ncccn1 | 64
COc1ccc(N2CCN(C(CNC(=O)c3ccc4c(c3)OCO4)c3ccco3)CC2)cc1 (stereo unspecified) | 61
COc1ccc2[nH]c(I)c(CCNC(C)=O)c2c1 | 56
Cc1nnsc1C(=O)Nc1ccccc1 | 63
CNC(=O)Cc1cc(=O)oc2cc(C)ccc12 | 63
COC(=O)C[C@H]1C2(C)CC34OC5(C)O[C@@]6([C@H](OC(C)=O)C(OC(C)=O)[C@]7(C)C(/C(=C(/O)C(C)C)C(=O)O[C@H]7c7ccoc7)[C@@]6(O5)[C@H](OC(C)=O)[C@@]3(O)C2OC(=O)C(C)C)[C@]14C (stereo partly specified) | 63
NC(=O)c1sc(-c2ccsc2)cc1NC(=O)c1cccs1 | 56
O=c1[nH]c2ccccc2n(-c2ccc(Cl)cc2)c1=O | 54

An excerpt. The share of hits here may be higher or lower than overall.
